Source: PubChem (several laboratories)
MazF activator: activators of E. coli MazEF toxin-antitoxin RNase, primary screen, biochemical, fluorescence, uHTS. Endoribonuclease toxin MazF (Escherichia coli (strain K12)), P0AE70. FAM/BHQ RNA-DNA oligo cleavage fluorescence, 5 h. activation, % at 20 µM. 350,000 tested, 0.32% active. AID 504720, 2011; in the data active = activation above about 50%
Target sequence (P0AE70 whole entry, looked up): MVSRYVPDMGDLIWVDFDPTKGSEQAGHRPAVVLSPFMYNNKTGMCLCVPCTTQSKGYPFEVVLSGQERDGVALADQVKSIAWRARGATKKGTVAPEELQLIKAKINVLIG
DUSP3 inh: VHR1 phosphatase inhibitors, primary screen, biochemical, absorbance, uHTS | Dual specificity protein phosphatase 3 (Homo sapiens), P51452 | recombinant VHR phosphatase, pNPP absorbance | inhibition, % at 13.3 µM | 290,000 tested, 0.52% active | AID 1654, 2009; in the data active = inhibition above about 50%; also: some compounds called inactive have numbers as strong as hits
Target sequence (P51452 whole entry, looked up): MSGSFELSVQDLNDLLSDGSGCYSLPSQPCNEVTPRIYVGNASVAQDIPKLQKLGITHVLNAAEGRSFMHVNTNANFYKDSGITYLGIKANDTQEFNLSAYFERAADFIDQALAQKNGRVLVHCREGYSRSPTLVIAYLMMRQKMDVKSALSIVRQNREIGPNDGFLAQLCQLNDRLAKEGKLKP
CCHFV vOTU inh: CCHFV vOTU protease inhibitors, primary screen, biochemical, Pep-AMC substrate, fluorescence; inhibition, % at 11.5 µM; AID 651958, 2012; Crimean-Congo hemorrhagic fever virus L polyprotein viral ovarian tumor (vOTU) protease …; 370,000 tested, 0.55% active; in the data active = inhibition above about 30%; also: 0% = vehicle wells with enzyme and 100% = no enzyme wells
TcdB GH inh: TcdB glycohydrolase inhibitors, primary screen, biochemical, single point, plate reader; Toxin B (Clostridioides difficile), P18177; TcdB glycohydrolase enzymatic assay; inhibition, % at 9.99 µM; 350,000 tested, 0.24% active; in the data active = inhibition above about 10%
PrPC TRFRET: inhibitors of human cell surface prion protein PrPC, primary screen, cell-based, TR-FRET; Major prion protein (Homo sapiens), P04156; TR-FRET read-out; inhibition, % at 13.8 µM; 370,000 tested, 0.43% active; in the data active = inhibition above about 24%; also: 0% = median of the test wells and 100% = reference compound wells
Rv3671c inh: Rv3671c serine protease inhibitors, primary screen, biochemical, fluorescence polarization, M. tuberculosis H37Rv. inhibition, % at 5.96 µM. 320,000 tested, 0.048% active; in the data active = inhibition above about 38%;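 also: extracellular domain of Rv3671c used as enzyme; 0% = enzyme with DMSO and 100% = no enzyme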
Target sequence (P9WHR9 whole entry, looked up, the tested form may be a part): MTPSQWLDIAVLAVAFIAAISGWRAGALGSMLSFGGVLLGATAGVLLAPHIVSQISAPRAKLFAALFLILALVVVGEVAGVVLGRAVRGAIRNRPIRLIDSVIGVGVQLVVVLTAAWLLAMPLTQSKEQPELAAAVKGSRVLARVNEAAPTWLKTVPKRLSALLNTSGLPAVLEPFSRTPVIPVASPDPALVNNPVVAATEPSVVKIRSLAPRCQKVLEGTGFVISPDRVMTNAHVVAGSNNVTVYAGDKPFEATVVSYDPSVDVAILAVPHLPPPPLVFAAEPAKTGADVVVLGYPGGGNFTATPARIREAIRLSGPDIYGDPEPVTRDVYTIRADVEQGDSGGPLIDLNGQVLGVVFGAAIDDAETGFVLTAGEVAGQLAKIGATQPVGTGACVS
BH1578 lux ind: inducers of Vibrio cholerae quorum light production without autoinducers, primary screen, BH1578 luxS cqsA deficient, single point; activation, % at 18.7 µM; V. cholerae BH1578 lux reporter, luminescence, 6 h; 350,000 tested, 0.16% active; in the data active = activation mostly above about 9.7%, no sharp cut-off; inconclusive = no clear call, values can overlap the other calls; inactive = mostly below about 3.7%; also: not every result past the cut was called active; inactives centre near 0; reference of the scale not given here
Y pestis TopoI: Yersinia pestis topoisomerase I inhibitors, primary screen, biochemical, cleavage product accumulation, plate reader, single point. DNA topoisomerase I (Yersinia pestis CO92). Y. pestis Topo-I cleavage product accumulation. activity, % at 10 µM. 360,000 tested, 0.064% active; in the data active = activity above about 50%, passing the limit was not always enough; inconclusive = no clear call, values can overlap the other calls; also: inactives centre near 2
PriA SSB inh: inhibitors of Klebsiella pneumoniae PriA binding to SSB C-terminal tail, primary screen, biochemical, AlphaScreen; inhibition, % at 33 µM; 430,000 tested, 0.6% active; AlphaScreen SSBct-PriA binding, biotinylated peptide; PriA–SSB C-terminal tail interaction (Klebsiella pneumoniae); in the data active = inhibition mostly above about 37%, no sharp cut-off; inactive = mostly below about 20%;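 also: plate controls were negative control peptide for no effect and reference peptide for full effect; strong numbers were not always called active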
SARS 3CLpro inh: SARS-CoV 3CLpro protease inhibitors, primary screen, biochemical, quenched FRET; Replicase polyprotein 1ab (Severe acute respiratory syndrome coronavirus), P0C6X7; recombinant SARS-CoV 3CLpro, quenched FRET peptide cleavage; inhibition, % at 6 µM; 290,000 tested, 0.14% active; AID 1706, 2009; in the data active = inhibition above about 12%
Active calls of the source: *; i = inactive; ? = inconclusive; . = not tested or not shown.

SMILES	MazF activator	DUSP3 inh	CCHFV vOTU inh	TcdB GH inh	PrPC TRFRET	Rv3671c inh	BH1578 lux ind	Y pestis TopoI	PriA SSB inh	SARS 3CLpro inh
c1ccc(-c2nc(-c3ccco3)cs2)nc1	5.1	28.0	-8.3	.	9.4	-4.3	-3.0	4.8	8.8	3.2
CCOc1ccc(NS(=O)(=O)c2ccc(OC)c(C)c2)cc1	5.5	32.9	7.9	.	8.1	-1.5	-0.2	16.5	-14.2	6.9
O=C(CSc1nnc(NC(=O)C2CC(=O)N(c3ccc(F)cc3)C2)s1)NCc1ccco1 (stereo not given)	-1.5	4.4	-3.5	0.1	0.1	-7.3	i	8.0	-5.8	-0.3
CN(C)S(=O)(=O)c1cccc(COC(=O)c2cc([N+](=O)[O-])ccc2N2CCOCC2)c1	-2.0	.	-3.4	0.4	-11.2	-0.7	i	31.5	12.7	.
O=C1NC(=S)N(c2ccc(F)cc2)C(=O)/C1=C/c1ccccc1O	11.8	-2.2	-2.1	0.0	7.0	-8.2	-0.2	7.7	-3.2	1.1
COc1ccc(C2CC(=O)c3ccccc3O2)cc1 (stereo not given)	-14.8	-11.0	9.7	1.2	-4.0	5.0	-0.4	9.1	-37.4	1.1
O=c1[nH]ncc2c3ccccc3n(Cc3ccccc3F)c12	-11.0	10.2	-0.1	.	-0.2	-8.6	0.5	24.7	-4.5	-2.0
Cn1ncc([N+](=O)[O-])c1C(=O)Nc1cc(Cl)ccc1Cl	5.8	.	7.3	2.5	3.0	.	i	-7.0	.	.
COc1ccc(N2CC(C(=O)NCc3ccccc3)CC2=O)cc1 (stereo not given)	2.2	-2.5	17.4	.	4.8	-5.8	i	2.3	-20.1	0.8
O=C(NCCNC(=O)c1ccc(-c2cc(Cl)ccc2Cl)o1)c1cnccn1	10.8	.	-7.2	3.6	-7.7	.	i	-0.2	.	.
Cc1noc(C)c1CN1C(=O)c2ccc([N+](=O)[O-])cc2C1=O	3.1	18.5	3.5	0.2	-17.0	-5.8	-0.5	7.0	9.2	-5.6
COC(=O)C(C)(C)NC(=O)c1cccs1	-2.6	38.8	1.9	-2.8	-7.2	5.4	i	-5.9	-11.6	1.4
COc1ccc(C(=O)NNC(=O)Nc2ccc(Cl)cc2)cc1	1.7	8.5	0.5	-0.8	5.8	15.4	1.5	2.6	-10.0	-0.5
CCCNC(=O)N(C)c1nncnc1C(=O)NC	-0.8	-0.4	-1.0	.	-4.2	5.4	-0.7	-1.9	-11.8	1.4
CCN(CC)S(=O)(=O)c1ccc(NN=C(C#N)C#N)cc1	4.3	2.1	9.2	-2.1	5.6	7.7	-0.4	-2.3	12.1	-0.8
CCC(=O)NCCc1nc2cc(NC(=O)c3ccccc3Cl)ccc2n1C	4.1	27.2	2.5	-6.5	8.8	.	i	-0.6	7.3	-0.6
CCOC(=O)c1cc(-c2ccccc2C)nn1CC1CC(c2ccc(OC)cc2)=NO1 (stereo not given)	2.2	.	11.1	-8.7	8.7	-8.1	0.8	?	-3.3	.
Cc1ccc(C(=O)OCC(=O)Nc2ccc(Cl)cn2)s1	2.7	.	-0.3	2.9	-6.1	0.6	-0.7	0.8	5.3	.
CC(C)N1C(=O)/C(=C\c2nc3ccccc3c(=O)[nH]2)c2ccccc21	-3.1	-5.7	-5.9	1.5	11.7	-8.9	i	-6.5	-0.7	7.8
CC(=O)N(CCCN(C)C)CCC(C)CCC=C(C)C (stereo not given)	5.0	12.9	-0.2	.	-1.1	5.9	1.1	-4.3	5.1	0.6
CC(=O)N1CCN(C(=O)COc2ccccc2C(=O)Nc2ccccc2)CC1	8.6	26.2	-5.5	0.1	13.0	-0.6	i	5.7	-8.2	1.9
Cc1cccc(C)c1N1C(=O)CC(N2CCSCC2)C1=O (stereo not given)	-3.0	-15.0	0.9	-0.8	-3.3	-8.0	-0.8	0.3	-6.2	-2.1
COc1ccccc1N1CCN(C(=O)c2ccc(CSc3ccccc3)cc2)CC1	-7.4	5.1	7.1	.	-3.8	0.1	-0.3	35.7	-1.6	3.9
COc1ccc(-n2c(C)cc(C)c(C(C)=O)c2=S)cc1	-2.4	39.0	1.0	1.5	-4.7	-6.3	-0.2	-6.8	-15.2	0.3
COC(=O)[C@H](Cc1ccc(O)cc1)NC(=O)Cn1cnc2c(SC)nc(N)nc21	3.6	.	-0.5	1.0	-0.8	-2.9	-0.5	1.8	-13.5	.
The list continues.
SMILES	MazF activator	DUSP3 inh	CCHFV vOTU inh	TcdB GH inh	PrPC TRFRET	Rv3671c inh	BH1578 lux ind	Y pestis TopoI	PriA SSB inh	SARS 3CLpro inh
CCOC(=O)N1CCN(C(=O)CCCn2nc(C)c3sc4ccccc4c3c2=O)CC1	-4.4	-5.4	12.5	.	-10.3	3.0	.	14.5	-5.3	-3.7
O=C(CNC(=O)c1ccccc1Cl)Nc1ccc(Br)cc1C(=O)c1ccccc1	4.2	-1.6	7.5	0.2	-1.3	-5.3	-0.2	8.9	-3.3	4.0
O=C(NC12CC3CC(CC(C3)C1)C2)c1ccc([N+](=O)[O-])o1	3.0	10.8	0.6	1.6	-5.5	-5.4	2.5	4.5	-0.6	1.5
O=C(Nn1c(-c2ccccc2)nc2ccccc2c1=O)c1ccc([N+](=O)[O-])cc1	-2.1	16.4	3.1	-1.8	-7.0	-6.0	i	5.2	-6.6	-6.1
O=C(N/N=C/c1ccncc1)c1ccccn1	0.8	33.4	-3.4	-0.5	-14.8	-4.0	0.5	2.7	.	-0.2
Cc1ccc(OC(=O)c2ccncc2)c(C)c1	5.0	7.4	-2.7	1.8	11.4	7.9	0.7	0.3	-2.9	3.0
Cc1cc(-c2nnc(SCC(=O)Nc3ccc(Cl)cn3)n2N)n[nH]1	-4.0	3.7	-2.1	0.3	-4.4	-1.7	-0.4	0.8	13.1	6.8
COCCNC(=O)C(=O)N/N=C/c1cccs1	3.4	18.8	16.8	-0.7	3.5	1.1	-0.4	6.7	.	3.5
Cc1cc2oc(C(=O)Nc3cccnc3)c(C)c2cc1C	-8.2	33.5	4.9	0.8	-0.8	-2.2	-0.3	6.8	-6.5	-1.6
NC(=O)c1ccc(NC(=O)COC(=O)CCC2CCCCC2)cc1	-1.7	.	19.4	-0.8	1.1	6.0	-0.3	4.5	-9.6	.
Cc1ccccc1NC(=S)NCc1ccc2[nH]c3c(c2c1)CCCC3	6.6	0.2	11.2	-1.5	-2.8	1.0	-0.2	-6.1	16.4	0.5
CCc1n[nH]c(=S)n1/N=C/c1cc(OC)cc([N+](=O)[O-])c1O	4.4	-19.3	-0.8	.	-8.4	6.5	i	-9.3	.	5.1
CC(Sc1nc(-c2ccccc2)cc(C(F)(F)F)n1)C(=O)Nc1ccc2c(c1)OCO2 (stereo not given)	-1.6	1.9	-6.3	.	-2.7	-14.3	-0.4	17.4	-7.9	3.7
Cc1cc(C)c2c(=O)n(CC(=O)N3CCN(c4ccccc4)CC3)ccc2n1	5.3	.	-0.7	-1.2	-3.2	.	i	-1.4	.	.
COc1cccc(CNC(=O)CSc2nnc3c(n2)[nH]c2ccc(OC)cc23)c1	5.1	24.8	-2.8	-9.7	-2.0	3.9	-0.3	0.3	-5.6	-0.6
O=C(Cn1c(NCCCO)nc2ccccc21)c1ccco1	2.2	8.1	11.1	0.7	-5.9	-0.1	-0.5	5.9	2.5	6.0
Cc1ccc(-n2ncc3c2CC(C)(C)CC3NC(=O)CCc2ccc(=O)[nH]n2)cc1 (stereo not given)	2.0	28.0	1.6	0.7	-12.8	-8.3	-0.1	4.2	0.7	3.6
CCCNC(=O)N1CCCC(C(N)=O)C1 (stereo not given)	-11.5	33.3	12.6	-1.9	2.2	-5.4	i	0.1	4.2	0.1
COc1ccc(CNC(=O)CN(c2cccc([N+](=O)[O-])c2)S(C)(=O)=O)cc1	5.9	26.4	-8.9	.	-0.6	0.5	4.2	-2.3	-11.2	5.2
COc1cccc(N2C(N)=NC(N)=NC2(C)C)c1	-3.5	1.3	-0.1	.	-5.2	-4.2	0.2	-2.7	3.5	5.7
O=C(NCCc1c[nH]c2ccccc12)c1ccccc1	-3.5	47.3	-14.2	-0.3	-0.6	-8.8	0.8	0.8	3.9	-3.5
COC(=O)C1=C(C)NC(=O)C1(NC(=O)CN1CCCC1=O)C(F)(F)F (stereo not given)	2.4	-0.3	19.0	.	3.0	4.5	-0.5	-3.7	-9.0	-1.6
N#C/C(=C/c1ccccc1)C(=O)OCC(=O)Nc1ccccc1[N+](=O)[O-]	-1.3	.	10.1	1.9	-15.6	-4.4	0.2	-5.7	-0.1	.
COc1ccc(N(C(=O)COc2ccccc2OC)S(=O)(=O)c2ccc(C)cc2)cc1	4.0	30.2	10.2	.	5.5	0.7	i	22.5	-1.9	2.8
CNC[C@H](NC[C@@H](NCCCc1ccccc1)c1ccccc1)[C@H](C)O	4.2	21.2	0.1	1.4	-6.8	5.3	-0.4	-6.3	-7.1	1.6

Limited to PriA SSB inh (3 entries from above):
| Molecule | PriA SSB inh |
| --- | --- |
| Cc1ccc(-n2ncc3c2CC(C)(C)CC3NC(=O)CCc2ccc(=O)[nH]n2)cc1 (stereo not given) | 0.7 |
| CCCNC(=O)N1CCCC(C(N)=O)C1 (stereo not given) | 4.2 |
| COc1ccc(CNC(=O)CN(c2cccc([N+](=O)[O-])c2)S(C)(=O)=O)cc1 | -11.2 |

The list goes on:
SMILES	MazF activator	DUSP3 inh	CCHFV vOTU inh	TcdB GH inh	PrPC TRFRET	Rv3671c inh	BH1578 lux ind	Y pestis TopoI	PriA SSB inh	SARS 3CLpro inh
O=C(CC(=O)c1ccccc1)Nc1ccc(Cl)cc1	3.4	-6.7	8.8	0.8	-0.2	-64.5	i	2.3	6.5	-4.6
O=C(O)CNC(=O)c1ccccc1Br	-3.2	26.2	-12.8	-1.1	-5.4	1.4	-0.4	-3.3	-10.4	7.5
O=C(CN1C(=O)NC2(CCc3ccccc3C2)C1=O)NCC(F)(F)F (stereo not given)	6.0	17.2	8.5	0.9	-7.1	-4.1	-0.4	-2.8	1.0	0.5
COCCn1c(-c2ccc(F)cc2)nc2cccnc21	0.1	5.3	-13.3	-0.4	-6.0	3.3	-1.2	4.1	-4.0	-1.9
COc1ccccc1CN1CCN(C(=O)COc2ccc3ccccc3c2)CC1	0.5	-3.6	15.3	0.1	-12.7	3.9	-2.6	-5.4	6.7	0.8
CC1=C(C(=O)Nc2cc(-c3cccc(F)c3)[nH]n2)C2(CCCCC2)OC1=O	7.0	10.8	4.4	3.2	-1.3	2.8	-0.4	1.4	10.4	0.8
CN(C)C(CNC(=O)c1cc(S(=O)(=O)N2CCOCC2)ccc1F)c1cccs1 (stereo not given)	1.2	.	-2.9	-0.9	1.1	-3.3	i	0.3	-3.8	.
COc1ccc(NC(=O)CSc2nc3ccccc3c(=O)n2C)cc1	9.1	5.8	11.4	0.0	1.4	0.5	i	-4.9	-21.2	-0.5
CN(C)c1oc(/C=C/c2ccccc2)nc1C#N	-2.5	-2.5	-300.2	1.5	-5.1	4.0	-0.2	4.2	-0.5	0.9
C/C=C(\C)C(=O)NCCN1C2=NC[C@H](Cc3ccc(O)cc3)N2C[C@@H]1Cc1ccc(OC)cc1	12.1	21.2	-14.2	-0.9	5.7	4.0	i	-12.3	-3.8	5.1

The list is partial. The share of hits here may be higher or lower than overall.
